TbPYK inhibitor = qHTS of Trypanosoma Brucei Inhibitors; TbPYK enzyme, Kinase-Glo Plus ATP luminescence, 45 min; Potency, µM (titrated, usually from 76.8 µM), without a hit: top-dose activity, negative = inhibition, hits mostly inhibitors; 410,000 compounds, 0.12% hits; also: nearly all actives have a fitted effect of over 50% in size
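Readout: single end-point luminescence (Kinase-Glo Plus, 10 min). Reaction conditions were TbPYK/substrate plus 130 uM ADP, 45 min at RT, pH 7.2 TEA buffer. No-enzyme wells served as controls, and data were normalized before concentration-response fitting.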
AMA1 RON2 block = qHTS for Inhibitors of AMA1-RON; Towards Development of Antimalarial Drug Lead: Primary Screen; Potency, µM (doses to about 58.2 µM), for the others: at the highest dose activity change, negative = inhibition, most hits filed as inhibitors; Plasmodium falciparum AMA1 (3D7) - RON2 peptide interaction; 360,000 compounds, 0.2% hits; AlphaScreen AMA1-biotinylated RON2 peptide binding;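 also: 0% = vehicle wells and -100% = peptide control; nearly all actives have a fitted effect of over 45% in size; some results filed as inactive show a strong effect at the top dose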
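AMA1 (3D7) with his tag at 25 nM final met compounds first, then biotinylated RON2 peptide at 25 nM; detection used donor plus acceptor beads, 10 µg/mL apiece, read by AlphaScreen after 30 min at room temperature.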
An asterisk follows results filed as active; [ ] = remark or other dose. Calls follow the shape of the dose curve; as a rule, active = well fitted curve in the direction sought with a large enough effect; inconclusive = small, poorly fitted or top-dose-only effect, or another doubt; inactive = no such curve, though single readings can be large; an effect the other way counts as inactive or inconclusive. Unless noted, % is scaled to controls: 0 for no effect and ±100 for the full control effect; potency is read from the fitted curve at half-maximal effect. Not all compounds are listed; count on the stated rates, not on these rows.

item | Molecule | TbPYK inhibitor | AMA1 RON2 block
1 | CC(=O)N1CCN(c2ccc(NC(=O)c3cccc(F)c3)cc2)CC1 | -0.8% | -0.9%
2 | Cc1cccc(Nc2nc(N)nc(N)c2N=O)c1 | -12.5% | 12.2%
3 | Cc1cn([C@H]2C[C@H](O)[C@@H](CNC(=O)[C@H](N)C3CC3)O2)c(=O)[nH]c1=O | -12.3% | 5.9%
4 | CC[C@]12c3[nH]c4cc(CCC(=O)N(C)C)ccc4c3CCN1C(=O)[C@@H](CC(=O)NCCCn1ccnc1)C[C@@H]2C(=O)N1CCN(C(=O)c2ccco2)CC1 | -5.5% | -1.7%
5 | CC(C)c1cc(CN2C(C)COCC2C)cc(C(C)C)c1O (stereo not given) | 1.6% | -9.7%
6 | CC(CC(=O)Nc1ccc2c(c1)c(=O)n(C)n2-c1cccs1)c1ccccc1 (stereo not given) | -2.0% | -0.2%
7 | COc1ccc(OC)c(CN2C(=O)c3ccccc3C2c2nnnn2Cc2ccccc2)c1 (stereo not given) | 5.1% | -11.6%
8 | C[C@H]1CN([C@@H](C)CO)C(=O)c2cc(NC(=O)c3ccncc3)ccc2O[C@H]1CN(C)Cc1ccc(C(=O)O)cc1 | -2.2% | 1.9%
9 | Cc1ccc(C)c(NC(=O)COC(=O)c2c(-c3ccccc3)noc2C)c1 | 4.0% | 4.2%
10 | CC1C(=O)N(Cc2cn(CCC3OCCCO3)nn2)CCS(=O)(=O)N1Cc1ccc(-c2ccc(Cl)cc2)cc1 (stereo not given) | -3.1% | 5.0%
11 | COc1ccc(CCNC(=O)c2cccc(-n3cnnn3)c2)cc1 | 1.2% | 3.7%
12 | CCOc1ccccc1C(=O)N(Cc1ccccc1)Cc1cc2cc3c(cc2[nH]c1=O)OCCO3 | -1.7% | -1.8%

item | Molecule | TbPYK inhibitor | AMA1 RON2 block
13 | CCCNC(=O)C1(C)CCN1C(=O)C1(c2ccccc2)CC1 (stereo not given) | -9.9% | -0.6%
14 | COc1ccc(-c2ccc3c(c2)[C@@H]2C[C@H](N(C)S(=O)(=O)c4ccccc4)[C@H]([C@H](C)O)C(=O)N2CC3)cc1 | 0.7% | -7.4%
15 | CCCn1c(C)nc2c(c1=O)c1nc3ccccc3nc1n2-c1ccccc1 | 0.6% | -6.3%
16 | CC(=O)Nc1ccc(S(=O)(=O)N(C)CC(=O)NCCOc2ccccc2)cc1 | -6.0% | -1.5%
17 | Cc1ccc(S(=O)(=O)N2C[C@H]3C(=O)C[C@@H](c4ccc(Cl)cc4)N(S(=O)(=O)c4ccc(C)cc4)[C@H]3C[C@H]2c2cccc3ccccc23)cc1 | 3.3% | 1.5%
18 | Cc1cc(C)c2c(=O)n3c(nc2c1)C(C)NC(=O)c1cccnc1-3 (stereo not given) | -13.7% | -8.0%
19 | COc1ccc2ccc(=O)oc2c1CC(=O)C(C)C | -2.3% | 9.8%
20 | CC1(C(=O)NS(=O)(=O)c2ccccc2Cl)CCN1C(=O)C1(c2ccccc2)CC1 (stereo not given) | -3.5% | -5.7%
21 | Cc1cc(Br)ccc1NC(=O)CN(C)C(=O)C1CCN(c2ncnc3sc(C)c(C)c23)CC1 | -4.9% | -15.3%
22 | Cc1ccc2c(C)c(C(=O)Nc3cccnc3)oc2c1C | -2.0% | 6.2%
23 | CN(C)c1ccccc1 | 2.0% | 10.2%
24 | COC(=O)[C@@H](Cc1ccccc1)NC(=O)[C@H]1O[C@@H](n2cnc3c(N)ncnc32)[C@H](O)[C@@H]1O | 1.5% | -1.9%

item | Molecule | TbPYK inhibitor | AMA1 RON2 block
25 | C=C[C@@H]1c2cccc(C)c2N(S(=O)(=O)c2ccc(C)cc2)[C@H](c2ccccc2)C1(C#N)S(=O)(=O)c1ccccc1 (stereo not given in full) | -6.9% | 3.8%
26 | C[C@@H]1CN([C@@H](C)CO)C(=O)c2cc(Br)cnc2O[C@@H]1CN(C)S(=O)(=O)c1ccc(F)cc1 | -1.0% | 7.5%
27 | CC(=O)Nc1ccc(C(=O)NCC(c2ccco2)N(C)C)cc1 (stereo not given) | -0.2% | 3.4%
28 | Cc1cccc(C)c1C(O)c1ncc(-c2ccc(Cl)cc2)[nH]1 (stereo not given) | -2.6% | -16.9%
29 | COC(=O)[C@]12CCCCC=C1N(Cc1ccc(Cl)cc1Cl)C(=O)[C@H](CC(=O)NCCCN1CCCC1=O)C2 | 4.9% | -0.1%
30 | Nc1ncnc2c1ncn2[C@@H]1O[C@H](COP(=O)(O)CP(=O)(O)O)[C@@H](O)[C@H]1O | 0.6% | 11.8%
31 | CCCN(CC(=O)NC(=O)NCc1ccccc1)CC(=O)Nc1ccc(F)c(F)c1F | 2.8% | 165.5%[activator]
32 | COc1ccc(CCC(=O)c2ccc(OC)cc2)cc1 | -6.5% | 13.6%
33 | COc1cc2c(cc1OC)C(c1ccccc1)N(Cc1ccc(S(=O)(=O)NC(=O)c3ccco3)cc1)CC2 (stereo not given) | 4.2% | -22.5%
34 | COC(=O)[C@H](CC(C)C)NC(=O)Cn1cnc2c(NCc3ccccc3)ncnc21 | -1.0% | -1.9%
35 | COc1cc(C(=O)NCCc2ccc3c(c2)OCO3)cc(OC)c1OC | 6.6% | -4.5%
36 | O=C1NCC(Nc2ccc(Cl)cc2)C(=O)N1 (stereo not given) | 7.3% | -10.8%

item | Molecule | TbPYK inhibitor | AMA1 RON2 block
37 | CC(C)CC1NC(=O)N(CC(=O)Nc2cc(S(=O)(=O)N3CCOCC3)ccc2Cl)C1=O (stereo not given) | -1.2% | 26.3%
38 | CC1(C(=O)NS(=O)(=O)Cc2cccc(Cl)c2)CCN1C(=O)C1CCCCC1 (stereo not given) | 0.2% | 2.0%
39 | COc1ccc(CN(C)C(=O)C2CC(=O)N(c3ccc4c(c3)OCCO4)C2)cc1 (stereo not given) | -7.8% | -3.1%
40 | O=C(C(c1ccccc1)c1ccccc1)N1CCC(c2nc(-c3ccccc3Cl)no2)CC1 | -6.7% | 24.3%
41 | O=C(COc1ccccc1)Nc1nc2cc3c(cc2s1)OCO3 | 1.7% | 4.1%
42 | COc1ccc(-c2sc3ccccc3c2-c2cc(OC)ccc2C=O)cc1 | 2.5% | -15.9%
43 | COCCN1C[C@@H](CO)O[C@@H](n2cnc3c(N4CCN(c5ccccc5)CC4)ncnc32)C1 | -4.2% | -0.4%
44 | COC(=O)[C@@]1(Cc2ccc(F)cc2)[C@H]2c3cc(C(=O)N4CCCC4)n(CCF)c3C[C@H]2CN1C(=O)c1ccccc1 | -1.9% | -3.2%
45 | N#CCCN(C(=O)COC(=O)c1cc(=O)[nH]c2ccccc12)c1ccccc1 | 26.6% | 0.0%
46 | Cc1ccc(/C(O)=C2\C(=O)C(=O)N(CCCN3CCOCC3)C2c2ccccc2F)cc1 (stereo not given) | 3.5% | 3.0%
47 | Cc1ccc(S(=O)(=O)N2C[C@@H]3[C@H]4CC[C@H](C4)[C@@H]3[C@@H](C)[C@H]2C#N)cc1 | -0.5% | -9.1%
48 | Cc1ccccc1NC(=O)COC(=O)c1c(C)nn(-c2ccccc2)c1C | -2.2% | 0.6%

item | Molecule | TbPYK inhibitor | AMA1 RON2 block
49 | O=C(O)C1CC2CCC1CC2 (stereo not given) | 5.3% | 19.6%
50 | COc1cccc(-c2cnc(C(O)c3ccc(C)c(F)c3)[nH]2)c1 (stereo not given) | 2.7% | -25.2%
51 | O[C@@H]1C[C@H](c2ccccc2)N(CC2CCCCC2)C[C@H]1n1cc(C2CC2)nn1 | 0.5% | -0.7%
52 | CCN(C[C@H]1N[C@@](Cc2ccccc2)(C(=O)OC)[C@H]2C(=O)N(Cc3ccccc3)C(=O)[C@@H]12)C(=O)c1ccc(C)cc1 | 1.7% | 1.6%
53 | O=C(NNC(=O)c1cccc2ccccc12)c1ccc(Cl)cc1 | 2.0% | 36.9%[activator]
54 | Cc1cccc(C)c1NC(=O)C1(C)CCC(=O)N1c1cc(C(C)(C)C)nn1C (stereo not given) | 2.5% | 2.3%
55 | O=C1NCN(c2ccccc2)C12CCN(C(c1cc3ccccc3o1)c1nnnn1C1CCCCC1)CC2 (stereo not given) | 0.3% | -25.4%
56 | COc1ccc(NC(=O)CCCCC(=O)Nc2ccc(OC)cc2OC)c(OC)c1 | 0.6% | 12.1%
57 | CC(=O)Nc1ccc(S(=O)(=O)NCCC(=O)OCC(=O)NCc2ccccc2)cc1 | -3.7% | 0.2%
58 | CCN1CCN(S(=O)(=O)c2ccc3c4c(cccc24)C(=O)N3CC)CC1 | 2.7% | 22.6%
59 | Cc1cccc(S(=O)(=O)NC(=O)C2(C)CCN2C(=O)CCC2CCCC2)c1 (stereo not given) | -0.6% | 9.9%
60 | O=C(COC(=O)/C=C/c1cccc(C(F)(F)F)c1)Nc1cccc(S(=O)(=O)NC2=NCCC2)c1 | 4.3% | -1.3%

Of the compounds above, these have a COOH group:
item | Molecule | TbPYK inhibitor | AMA1 RON2 block
8 | C[C@H]1CN([C@@H](C)CO)C(=O)c2cc(NC(=O)c3ccncc3)ccc2O[C@H]1CN(C)Cc1ccc(C(=O)O)cc1 | -2.2% | 1.9%
49 | O=C(O)C1CC2CCC1CC2 (stereo not given) | 5.3% | 19.6%

New compounds follow:
item | Molecule | TbPYK inhibitor | AMA1 RON2 block
61 | CC1CCCCC1NC(=O)COC(=O)c1ccc2c(=O)n3c(nc2c1)CCC3 (stereo not given) | -9.4% | -0.7%
62 | O=C(COC(=O)C1CC(=O)N(Cc2ccco2)C1)Nc1ccc(F)cc1F (stereo not given) | 4.7% | -6.5%
63 | Cc1ccc(NS(=O)(=O)c2cccc(C(=O)NC3CCN(Cc4ccccc4)CC3)c2)c(C)c1 | 1.9% | 0.0%
64 | Cc1ccc(C(=O)NCCN2CCC(n3c(=O)[nH]c4ccccc43)CC2)cc1C | 6.4% | 10.4%
65 | Cc1ccc(NC(=O)c2ccc(Cl)nc2)cc1S(=O)(=O)N1CCOCC1 | 1.6% | -5.1%
66 | CCNCCNc1ccc(Cl)cc1[N+](=O)[O-] | 2.8% | 3.1%
67 | O=C(NCCc1ccccc1)C1Cc2c(-c3ccccc3Oc3ccccc3)ccnc2O1 (stereo not given) | 0.6% | -7.0%
68 | COc1ccc(NC(=O)C2(C)CCN2Cc2csc3ccccc23)cc1OC (stereo not given) | -5.1% | -29.9%
69 | O=C(CN1CCCC1c1cccs1)Nc1cc(S(=O)(=O)N2CCCC2)ccc1Cl (stereo not given) | 0.0% | 3.0%
70 | CN(CC(=O)Nc1ccc(N2CCOCC2)cc1)C(=O)c1ccc(CS(C)(=O)=O)cc1 | -7.7% | -9.3%
71 | CC(C)(C)OC(=O)C[C@H]1C/C=C\C[C@H](CC(=O)NCCO)C(=O)N[C@@H](c2ccccc2)COC1=O | 4.4% | 5.1%
72 | COc1ccc(-c2cn3c(C)c(C(=O)N4CCCc5ccccc54)sc3n2)cc1 | -19.0% | -25.7%

Pulled by compound from the entries so far (five):
item | Molecule | TbPYK inhibitor | AMA1 RON2 block
10 | CC1C(=O)N(Cc2cn(CCC3OCCCO3)nn2)CCS(=O)(=O)N1Cc1ccc(-c2ccc(Cl)cc2)cc1 (stereo not given) | -3.1% | 5.0%
3 | Cc1cn([C@H]2C[C@H](O)[C@@H](CNC(=O)[C@H](N)C3CC3)O2)c(=O)[nH]c1=O | -12.3% | 5.9%
14 | COc1ccc(-c2ccc3c(c2)[C@@H]2C[C@H](N(C)S(=O)(=O)c4ccccc4)[C@H]([C@H](C)O)C(=O)N2CC3)cc1 | 0.7% | -7.4%
50 | COc1cccc(-c2cnc(C(O)c3ccc(C)c(F)c3)[nH]2)c1 (stereo not given) | 2.7% | -25.2%
40 | O=C(C(c1ccccc1)c1ccccc1)N1CCC(c2nc(-c3ccccc3Cl)no2)CC1 | -6.7% | 24.3%

Going on with the list.
item | Molecule | TbPYK inhibitor | AMA1 RON2 block
73 | COc1cc(-c2cc3nc(NCCN(C)C)ccn3n2)cc(OC)c1OC | -6.9% | 3.5%
74 | Cc1ccc(S(=O)(=O)NCC(=O)Nc2cccnc2)cc1C | -1.1% | 10.2%
75 | O=C(Nc1ccc(Cl)cc1)c1ccc2c(c1)S(=O)(=O)c1ccccc1C2=O | -0.1% | -6.1%
76 | COc1ccccc1NS(=O)(=O)c1cccc(C(=O)NCC2(N3CCCCC3)CCCCC2)c1 | -4.6% | -13.1%
77 | CC(OC(=O)c1ccc(NC(=O)CC#N)cc1)C(=O)NC(c1ccccc1)c1ccccc1 (stereo not given) | 2.3% | 6.7%
